AMA1-RON2 inh – AMA1-RON2 (P. falciparum) interaction inhibition | 360,000 tested, 0.2% active | AlphaScreen AMA1-biotinylated RON2 peptide binding | Potency, µM (top dose mostly 58.2 µM), inactives show top-dose activity change, negative = inhibition, most hits filed as inhibitors;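 also: potency is read from the fitted curve at half-maximal effect; 0% = vehicle wells and -100% = peptide control; nearly all actives have a fitted effect of over 45% in size; some results filed as inactive show a strong effect at the top dose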
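AMA1 (3D7) with his tag at 25 nM final met compounds first, then biotinylated RON2 peptide at 25 nM; detection used donor plus acceptor beads, 10 µg/mL apiece, read by AlphaScreen after 30 min at room temperature.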
AmpC inh detg – AmpC beta-lactamase inhibition with detergent present; P00811; AmpC hydrolysis of nitrocefin, absorbance 480 nm, 0.01% Triton; Potency, µM (titrated, usually from 114 µM), inactives show at the top dose activity change, negative = inhibition, hits mostly inhibitors; 370,000 tested, 0.041% active;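 also: potency is read from the fitted curve at half-maximal effect; 0% = no-compound wells and -100% = no-enzyme wells; nearly all actives have a fitted effect of over 25% in size; some results filed as inactive show a strong effect at the top dose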
Target sequence (P00811 whole entry, looked up): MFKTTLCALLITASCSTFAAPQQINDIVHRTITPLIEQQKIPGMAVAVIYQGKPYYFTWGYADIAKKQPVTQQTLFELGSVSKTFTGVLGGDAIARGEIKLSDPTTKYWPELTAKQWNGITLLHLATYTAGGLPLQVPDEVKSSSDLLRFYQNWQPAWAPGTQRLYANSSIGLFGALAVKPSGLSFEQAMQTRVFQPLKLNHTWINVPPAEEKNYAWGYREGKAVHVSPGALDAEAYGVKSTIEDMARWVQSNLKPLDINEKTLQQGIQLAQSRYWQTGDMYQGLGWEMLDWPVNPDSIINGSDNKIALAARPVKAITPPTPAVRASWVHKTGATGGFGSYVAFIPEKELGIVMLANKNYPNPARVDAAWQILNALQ
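20 mM phosphate pH 7.0 + 0.01% (detergent screen) or 0.0001% Triton X-100; 5.3 nM AmpC reagent; cpd preinc 15 min RT; nitrocefin (800 uM stock) to start; A480 q20 s × 4 min; Activity was normalised to no-enzyme and no-compound control wells.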
Sm TGR block – S. mansoni TGR enzyme inhibition. purified TGR, DTNB reduction, TNB absorbance 405 nm. Q962Y6. 360,000 tested, 3% active. Potency, µM (doses to about 114 µM), for inactives: at the highest dose activity change, negative = inhibition, hits mostly inhibitors; also: potency is read from the fitted curve at half-maximal effect; nearly all actives have a fitted effect of over 60% in size
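Kinetic colorimetric format: TGR-catalysed, NADPH-driven DTNB reduction monitored via TNB absorbance. Enzyme dispensed at 20 nM; compound exposure 15 min at room temperature before reaction start.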
TbPYK inhibitor – inhibitors of Trypanosoma brucei pyruvate kinase | Q57TT1 | TbPYK enzyme, Kinase-Glo Plus ATP luminescence, 45 min | Potency, µM (titrated, usually from 76.8 µM), without a hit: at the highest dose activity, negative = inhibition, actives largely listed as inhibitors | 410,000 tested, 0.12% active | AID 624173; also: potency is read from the fitted curve at half-maximal effect; nearly all actives have a fitted effect of over 50% in size
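TbPYK + substrate in 50 mM TEA pH 7.2, 100 mM KCl, 10 mM MgCl2, 0.05% BSA, 0.01% Tween-20; cpd pinned; ADP 130 uM final; 45 min RT; Kinase-Glo Plus 10 min; luminescence endpoint.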
HCMV inh – blocks human cytomegalovirus replication; HFF cells, HCMV-luciferase reporter, 72 h; active compounds read low; activity change, negative = inhibition, % at 57.5 µM; 410,000 tested, 4.5% active; AID 1259415; in the data active = activity change below about -60%; inconclusive = no clear call, values can overlap the other calls; inactive = above about -39%
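Two compound doses tested in HFFs infected with HCMV-luciferase, MOI 1 PFU/cell, 72 h at 37C. Lysate luminescence read with OneGlo; data normalized against buffer-only and 10uM Salinomycin inhibitor controls.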
AmpC inh no detg – blocks E. coli AmpC beta-lactamase in detergent-free assay; AmpC nitrocefin hydrolysis, absorbance 480 nm, 0.0001% Triton; Potency, µM (titrated, usually from 57.1 µM), for the others: top-dose activity change, negative = inhibition, most hits filed as inhibitors; 330,000 tested, 0.52% active; AID 485341;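 also: potency is read from the fitted curve at half-maximal effect; plate controls were no compound for no effect and no enzyme for full effect; nearly all actives have a fitted effect of over 20% in size; some results filed as inactive show a strong effect at the top dose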
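20 mM phosphate pH 7.0 + 0.01% (detergent screen) or 0.0001% Triton X-100; 5.3 nM AmpC reagent; cpd preinc 15 min RT; nitrocefin (800 uM stock) to start; A480 q20 s × 4 min; Activity was normalised to no-enzyme and no-compound control wells.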
LmPK inhibitor – LmPK (Leishmania mexicana) enzyme inhibition. 290,000 tested, 0.37% active. Q27686. purified LmPK, Kinase-Glo ATP luminescence, 1 h. Potency, µM (titrated, usually from 57.5 µM), inactives show at the highest dose activity change, negative = inhibition, actives largely listed as inhibitors; also: potency is read from the fitted curve at half-maximal effect
Target sequence (Q27686 whole entry, looked up): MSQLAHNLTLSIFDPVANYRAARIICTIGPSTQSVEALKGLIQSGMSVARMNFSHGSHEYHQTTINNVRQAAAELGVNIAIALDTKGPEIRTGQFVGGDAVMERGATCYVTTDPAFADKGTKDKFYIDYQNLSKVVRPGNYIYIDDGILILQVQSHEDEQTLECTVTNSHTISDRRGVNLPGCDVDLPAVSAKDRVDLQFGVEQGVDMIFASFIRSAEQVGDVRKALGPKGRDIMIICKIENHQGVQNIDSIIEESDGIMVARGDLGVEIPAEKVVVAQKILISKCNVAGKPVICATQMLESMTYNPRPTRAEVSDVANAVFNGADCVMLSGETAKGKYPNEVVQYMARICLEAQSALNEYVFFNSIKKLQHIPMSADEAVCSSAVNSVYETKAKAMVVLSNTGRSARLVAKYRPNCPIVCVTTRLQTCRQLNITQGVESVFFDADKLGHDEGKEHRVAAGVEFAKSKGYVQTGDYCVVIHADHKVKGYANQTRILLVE
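Screened at intermediate enzyme activity to detect both inhibitors and activators: LmPK at 0.1 nM, with a 0.5 nM enzyme column as activation reference. PEP 0.5 mM, ADP 0.1 mM; ATP detected by luminescence after 1 h.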
* hit, by the source's call; u = inconclusive; x = not tested or not shown; [ ] = another dose, or the depositor's remark. Unless noted, calls follow the shape of the dose curve; as a rule, active = well fitted curve in the direction sought with a large enough effect; inconclusive = small, poorly fitted or top-dose-only effect, or another doubt; inactive = no such curve, though single readings can be large; an effect the other way counts as inactive or inconclusive. Unless noted, % is scaled to controls: 0 for no effect and ±100 for the full control effect. Compounds were not picked by outcome. Share with any hit: about 7.4%.

Molecule | AMA1-RON2 inh | Sm TGR block | TbPYK inhibitor | HCMV inh | LmPK inhibitor | AmpC inh no detg | AmpC inh detg
C=CCNC(=O)c1ccccc1NC(=O)C1CC(=O)N(C(C)C)C1 (stereo unspecified) | 4% | 18µM* | -5% | 5 | 14% | -9% | 2%
O=C(Nc1ncc([N+](=O)[O-])s1)c1ccc2c(c1)OCO2 | -1% | 5% | u | -93* | u | -17% | 4%
O=C(O)C1C2CCC(CC2)C1C(=O)N1CCN(Cc2ccc(F)cc2)CC1 (stereo unspecified) | -4% | u | 0% | 16 | -4% | -13% | -13%
COc1cccc(/C=C2/NC(=O)NC2=O)c1OCC(=O)Nc1ccccc1 | -8% | 0% | 1% | u | 2% | -11% | -12%
Cc1nnc(SC(C(=O)Nc2cc(Cl)cc(Cl)c2)c2ccccc2)[nH]c1=O (stereo unspecified) | -4% | 8% | -2% | 28 | 4% | -60% | 3%
O=C1C=CC(=O)N1c1ccc2c(c1)Cc1cc(F)ccc1-2 | -8% | x | u | -21 | x | x | x
Cc1ccc(S(=O)(=O)N2CCOCC2)cc1C(=O)OCC(=O)N1CCc2ccccc2C1 | -15% | -1% | -10% | -11 | -3% | 88%[activator] | -1%
O=[N+]([O-])c1cc(CN2CCC(O)CC2)ccc1Cl | u | -4% | 19% | 28 | 1% | -9% | -4%
CCCOc1cccc(C2/C(=C(/O)c3ccncc3)C(=O)C(=O)N2CCCN(C)C)c1 (stereo unspecified) | x | 6% | x | x | -1% | -17% | 1%
CCN(CC)c1ccc(/C=C(\C#N)c2nc(-c3cccs3)c(NC(C)=O)s2)cc1 | x | -1% | x | x | -1% | -30% | -9%
CCC(=NCc1cccnc1)c1c(O)n(-c2ccccc2C)c(=O)[nH]c1=O | -19% | 1% | -7% | 78 | 2% | -5% | -5%
CCCOc1ccc(-c2nc(C#N)c(N3CCN(CC)CC3)o2)cc1 | -20% | u | -8% | -29 | -2% | 180%[activator] | -10%
CCOc1ccc(N2C(=O)CC(NC3CCN(C(=O)c4ccc(F)cc4)CC3)C2=O)cc1 (stereo unspecified) | 18% | 18µM* | 1% | 20 | 2% | 84%[activator] | -2%
COc1ccccc1NC(=S)N1CCN(Cc2ccc3c(c2)OCO3)CC1 | -4% | 2% | -6% | -6 | -1% | -5% | u
COc1ccc(-c2nnc(NC(=O)c3ccc(F)cc3)o2)cc1 | 126%[activator] | -5% | -7% | u | 2% | 22µM* | u
COc1ccc(C(=O)Nc2oc(-c3ccccc3)c(-c3ccccc3)c2C#N)cc1OC | -9% | 8% | -1% | 12 | 3% | u | -2%
COc1ccc(S(=O)(=O)N2CCCCC2)cc1NC(=O)CCNC(=O)c1ccc(Cl)cc1 | -4% | x | 4% | -39 | x | -18% | x
OCCNCc1cc(Br)ccc1OCc1ccc(Cl)cc1 | 15% | 1% | 7% | -29 | 1% | -1% | -2%
Cc1ccc(C(=O)Cc2nc3ccccc3[nH]2)cc1 | 72%[activator] | 1% | -2% | 1 | -5% | -44% | -12%
COc1ccc(N2C(=S)NC(C)(C)CC2(C)c2ccc(OC(C)=O)cc2OC(C)=O)cc1 (stereo unspecified) | 6% | 0% | -1% | 70 | 11% | 14% | 2%
Cc1cc2c(NC(=O)Nc3ccc(C(C)(C)C)cc3)cccc2nn1 | 1% | -16% | 1% | 2 | 2% | 51% | -5%
CCC(CC)c1nnc(NC(=O)CS(=O)(=O)c2ccccc2)s1 | 6% | 6% | -12% | 4 | -15% | -28% | -10%
CCOC(=O)C1(CCCc2ccccc2)CCN(C(=O)c2cc(C)nc(C)n2)CC1 | 23% | 0% | -5% | 23 | 1% | 189%[activator] | -3%
CC(C)(C)NC(=O)c1cccc(NC(=O)CSc2ccccc2)c1 | -6% | -21% | 0% | -13 | 0% | -16% | -1%
CCC(C)[C@@H]1NC(=O)N(CCCN2CCCC2=O)C1=O (stereo partly specified) | -5% | 0% | 1% | 7 | -3% | -7% | -5%
Cc1ccc(NC(=O)CCC(=O)N2CCOCC2)nc1 | 5% | 0% | -3% | -11 | x | -20% | -3%
CCCCN1C(=S)NC[C@@H]1C(C)CC (stereo partly specified) | -6% | -2% | -12% | 15 | -2% | -11% | 7%
CCCCCn1cnc2sc(CC)cc2c1=O | 9% | -6% | 1% | -4 | -4% | -2% | -1%
O=C(NCc1ccc2c(c1)OCO2)C(=O)NCC1OCCN1S(=O)(=O)c1ccccc1 (stereo unspecified) | 0% | x | -2% | 0 | x | x | x
Cc1cc2ccccc2n1-c1ccc(C(=O)N2CCC(C(=O)NCc3ccc(Cl)cc3)CC2)s1 | x | 29% | 2% | 51 | x | x | 7%
CN(C)c1ccc(S(=O)(=O)c2ccc(Cl)cc2)cc1 | 3% | 4% | -1% | 14 | 1% | -20% | -11%
O=C1c2ccccc2-c2cc3ccccc3cc21 | 20% | x | -6% | 25 | x | x | x
O=c1[nH]n(-c2cccc(Cl)c2)c2ncccc12 | 12% | 1% | -5% | -3 | 1% | -21% | -11%
COc1ccc(/C=N/NC(=O)c2cc(C34CC5CC(CC(C5)C3)C4)[nH]n2)cc1OC | -11% | -2% | 3% | -7 | 0% | -32% | -10%
CCn1c(=O)[nH]c2cc(C(=O)N3CCN(c4ccccc4)CC3)ccc2c1=O | 11% | -6% | -7% | 113 | 1% | -19% | u
CCOC(=O)c1c(NC(=O)COc2cccc(C(F)(F)F)c2)sc2c1CCCCC2 | x | 1% | -8% | 13 | x | x | 3%

Single records (already shown). Screens in order: AMA1-RON2 inh	Sm TGR block	TbPYK inhibitor	HCMV inh	LmPK inhibitor	AmpC inh no detg	AmpC inh detg
`COc1ccccc1NC(=S)N1CCN(Cc2ccc3c(c2)OCO3)CC1` as listed: -4%	2%	-6%	-6	-1%	-5%	u
`CCOC(=O)c1c(NC(=O)COc2cccc(C(F)(F)F)c2)sc2c1CCCCC2` as listed: x	1%	-8%	13	x	x	3%
`Cc1ccc(NC(=O)CCC(=O)N2CCOCC2)nc1` as listed: 5%	0%	-3%	-11	x	-20%	-3%
`COc1ccc(/C=N/NC(=O)c2cc(C34CC5CC(CC(C5)C3)C4)[nH]n2)cc1OC` as listed: -11%	-2%	3%	-7	0%	-32%	-10%
`O=C(NCc1ccc2c(c1)OCO2)C(=O)NCC1OCCN1S(=O)(=O)c1ccccc1` (stereo unspecified) as listed: 0%	x	-2%	0	x	x	x

Other compounds follow:
Molecule | AMA1-RON2 inh | Sm TGR block | TbPYK inhibitor | HCMV inh | LmPK inhibitor | AmpC inh no detg | AmpC inh detg
COc1ccc(OC)c(S(=O)(=O)N2CCN3CCCC3C2)c1 (stereo unspecified) | -8% | 1% | 1% | 35 | 1% | -16% | 1%
Cc1ccc(C2(O)CN(c3ccccc3)C3=[N+]2CCS3)cc1 (stereo unspecified) | -17% | -10% | -2% | 9 | 6% | -34% | u
Cc1cc(-c2ccc(S(=O)(=O)Nc3ccc(C#N)cc3)s2)on1 | -1% | -6% | -3% | -21 | -2% | -31% | -5%
O=C(NC1CCCCC1)c1c2c(nc3ccccc13)CCC2 | 2% | -30% | -1% | 1 | 13% | -20% | 2%
O=C(CNC(=O)C1COc2ccccc2O1)Nc1ccc(F)c(F)c1 (stereo unspecified) | -18% | x | 0% | 19 | x | 3% | x
Cc1c(CNC(=O)c2cnn3c2NC(c2ccc(Br)cc2)CC3C(F)(F)F)cnn1C (stereo unspecified) | -2% | -7% | -3% | -38 | 6% | 182%[activator] | -2%
COc1cc(SSc2cc(OC)cc([N+](=O)[O-])c2N)c(N)c([N+](=O)[O-])c1 | u | -1% | 2.8µM* | -98* | 16% | -34% | -3%
CC(O)CN(Cc1cccc(Cl)c1)CC(C)O (stereo unspecified) | -3% | 1% | 16% | 61 | -12% | -13% | -8%
CC(=O)N1CCc2c(sc3c2c(=O)n(-c2ccccc2)c(=O)n3CC(=O)NCC2CCCO2)C1 (stereo unspecified) | 7% | -5% | -7% | 40 | 7% | -7% | -7%
O=C1CCC(C(=O)N2CCCCO2)CN1Cc1ccc(Cl)cc1 (stereo unspecified) | -3% | -3% | -7% | 4 | 1% | -6% | u
COc1ccc(C2C(C(=O)N3CCCC3)c3cc(OC)c(OC)cc3C(=O)N2C)cc1OC (stereo unspecified) | -5% | 0% | 4% | -28 | 4% | 0% | 1%
O=C1CCc2cc(NS(=O)(=O)c3ccc([N+](=O)[O-])cc3)cc3c2N1CC3 | 8% | -6% | -8% | -13 | x | -14% | 0%
CCCCN(C(=O)c1cc2c(s1)CCCC2)c1c(N)n(CCC)c(=O)[nH]c1=O | 1% | 0% | 1% | -14 | x | -4% | 4%
CC(C)CCNC(=O)c1ccc2c(c1)N(Cc1cccc(Cl)c1)C(=O)c1ccccc1S2 | x | 8% | 15% | u | x | x | 4%
CC1=C2C3OC(=O)C(C)C3CCC2(C)C=CC1=NO (stereo unspecified) | -11% | x | -4% | 4 | x | x | x
S=C(Nc1ccc(Br)cc1)NC1CCCC1 | 9% | -14% | -15% | -65* | 1% | -23% | -11%
CC(C(=O)c1c[nH]c2ccccc12)N1CCN(C(=O)c2ccco2)CC1 (stereo unspecified) | -5% | 16% | 5% | 49 | -6% | 7% | -1%
COC(=O)c1ccccc1NC(=O)CN(c1ccccc1)S(=O)(=O)N(C)C | u | x | 1% | -37 | x | x | x
CC(C)CC(NS(=O)(=O)c1ccccc1S(=O)(=O)NC(CC(C)C)C(=O)O)C(=O)O (stereo unspecified) | 98%[activator] | -17% | -5% | 1 | 8% | -25% | u
N#CC1=C(N)Oc2ccccc2C12C(=O)Nc1n[nH]c(-c3ccccc3)c12 (stereo unspecified) | 9% | -1% | 5% | 73 | 3% | -32% | -3%
COc1ccccc1NC(=O)c1nn(-c2cccc(C(F)(F)F)c2)ccc1=O | -4% | 11% | 0% | 0 | 4% | 9% | -7%
COc1ccc(C2NC(=O)c3ccccc3N2)cc1 (stereo unspecified) | -5% | 10% | 4% | x | 4% | -7% | 7%
COC(=O)COc1ccc2c(=O)c(Oc3ccccc3Br)coc2c1 | 0% | 1% | -3% | 5 | 2% | -3% | 2%
CCCc1nn(C)c(C(=O)Nc2ccccc2)c1Cl | -6% | 4% | -10% | -15 | -9% | -1% | u
CC(=O)N1CCc2c(sc(NC(=O)c3ccc([N+](=O)[O-])o3)c2C(N)=O)C1 | 53%[activator] | x | u | -101* | x | x | x
CCOc1ccccc1NC(=O)CSc1ccc([N+](=O)[O-])cc1 | -12% | -26% | -3% | u | 7% | u | -1%
CNC(=S)N1CCN(c2ccc(OC)cc2)CC1 | -4% | -1% | -4% | -25 | -2% | -16% | -10%
